# NPY2 pot ag = potentiates or activates human NPY-Y2 receptor | P49146 | activation, % at 3.6 µM | 0.45% of 220,000 active | cells expressing NPY-Y2, potentiator/agonist read-out; in the data active = activation above about 27%;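 note: cells stimulated with NPY near EC25 plus isoproterenol at EC100; 0% = vehicle plus submaximal agonist and 100% = vehicle plus saturating agonist; some results beyond the cut were filed as inactive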
# Target sequence (P49146 whole entry, looked up): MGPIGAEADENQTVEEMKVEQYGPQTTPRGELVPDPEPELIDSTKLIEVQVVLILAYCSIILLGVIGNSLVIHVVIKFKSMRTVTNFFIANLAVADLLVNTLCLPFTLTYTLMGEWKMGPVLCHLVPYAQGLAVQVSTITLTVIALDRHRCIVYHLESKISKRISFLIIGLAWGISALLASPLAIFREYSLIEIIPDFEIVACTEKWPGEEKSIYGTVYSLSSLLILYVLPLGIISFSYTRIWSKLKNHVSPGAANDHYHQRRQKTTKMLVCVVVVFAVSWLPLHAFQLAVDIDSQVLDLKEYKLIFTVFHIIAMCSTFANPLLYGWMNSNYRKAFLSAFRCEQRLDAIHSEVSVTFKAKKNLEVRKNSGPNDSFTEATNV
# S1P4 agonist = human S1P4 receptor agonism; O95977; 0.35% of 220,000 active; S1P4-expressing cell line, agonist reporter assay; AID 1509; activation, % at 4.98 µM; in the data active = activation above about 11%;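 note: 0% = DMSO vehicle and 100% = reference agonist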
# NPY-Y1 antag = blocks the human neuropeptide Y Y1 receptor. P25929. 1% of 200,000 active. inhibition, % at 3.6 µM. HEK293-CNG Y1 cells, membrane potential fluorescence; NPY at EC95, then isoproterenol;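 active = inhibition above the campaign mean inhibition of all tested compounds plus 3 SD, cut at about 20% in these data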;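 note: 0% = DMSO wells given NPY plus isoproterenol and 100% = isoproterenol alone without NPY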
#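 Assay system: HEK293 Y1/CNG channel cell line; Doses: single compound dose of 3.6 µM, 0.4% DMSO; Timing: dye 3 h, compound 60 min room temperature, stimulation 45 min; Technique: Membrane-potential fluorescent dye readout; Measure: % inhibition of NPY effect.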
# EP2 modulator = EP2 receptor (human) modulation; AID 940; 0.83% of 260,000 active; induction, % at 25 µM; EP2-expressing cells, cAMP HTRF FRET, PGE2 co-stimulation; P43116;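 active = compounds whose cAMP rise, as percent of the full-agonist control response, exceeds 60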;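 note: rat C6 glioma line stably carrying human EP2 under a CMV promoter; the protocol text gives 20 µM as final concentration; 100% = response of wells given 1 µM PGE2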
# NPY1 pot ag = potentiates or activates human NPY-Y1 receptor; NPY-Y1 expressing cells, potentiator/agonist activation; activation, % at 3.6 µM; P25929; 0.37% of 220,000 active; in the data active = activation above about 33%, passing the limit was not always enough;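 note: cells stimulated with NPY at EC10 then isoproterenol at EC100; 0% = low agonist plus stimulus and 100% = saturating agonist plus stimulus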
# zfTRPN1 agonist = activates the zebrafish TRPN1 channel | HEK293 zebrafish TRPN1-YFP, Fluo-8 calcium fluorescence; 100% = response to 87 µM carbachol | activation, % at 3 µM | 0.18% of 220,000 active | AID 1424;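 active = activation above its plate's cutoff, the mean activation of test wells on that plate plus 3 SD, cut at about 19% in these data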;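 note: 0% = DMSO alone and 100% = 87 µM carbachol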
#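 Material: zebrafish TRPN1-YFP in HEK293 cells; Doses: single test compound dose, 3 µM nominal, 0.3% DMSO; Timing: dye loading 1 h at 37 °C, then 30 min room temperature; Technique: intracellular calcium fluorescence with Fluo-8; Benchmarks: high carbachol 87 µM, low DMSO alone.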
# CHOP inh = blocks CHOP induction under ER stress | CHO-K1 CHOP-promoter luciferase, tunicamycin-induced, 15-18 h | 3.8% of 220,000 active | AID 2732 | inhibition, % at 10 µM;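 active = compounds that reduced the stress-induced luciferase reporter signal by more than about 70% of percent inhibition, limit read from the data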;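 note: 0% = tunicamycin plus vehicle and 100% = wells without tunicamycin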
# TRPML3 ag = agonists of human TRPML3 channel. Q8TDD5. HEK293 TRPML3-YFP, Fluo-8 calcium fluorescence; 100% = the carbachol control signal. activation, % at 3 µM. 0.29% of 220,000 active. AID 1448;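 active = activation above its plate's cutoff, the mean activation of the plate's test wells plus 3 SD, cut at about 12% in these data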;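 note: 0% = DMSO only wells and 100% = carbachol wells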
# Target sequence (Q8TDD5 whole entry, looked up): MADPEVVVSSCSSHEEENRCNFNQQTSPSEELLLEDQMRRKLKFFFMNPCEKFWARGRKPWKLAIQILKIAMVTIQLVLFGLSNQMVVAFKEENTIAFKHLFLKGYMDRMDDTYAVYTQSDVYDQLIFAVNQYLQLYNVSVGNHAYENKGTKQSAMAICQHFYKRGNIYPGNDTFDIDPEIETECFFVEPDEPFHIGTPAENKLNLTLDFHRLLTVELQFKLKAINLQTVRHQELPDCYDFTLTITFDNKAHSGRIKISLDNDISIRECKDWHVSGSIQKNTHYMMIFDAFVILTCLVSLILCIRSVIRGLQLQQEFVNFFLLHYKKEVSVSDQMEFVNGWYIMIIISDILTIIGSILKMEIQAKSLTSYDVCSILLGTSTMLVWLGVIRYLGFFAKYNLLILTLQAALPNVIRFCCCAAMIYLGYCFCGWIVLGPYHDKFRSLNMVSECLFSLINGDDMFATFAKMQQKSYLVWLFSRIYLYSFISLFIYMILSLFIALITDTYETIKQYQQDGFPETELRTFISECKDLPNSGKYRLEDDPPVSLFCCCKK
#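 Material: HEK293 cells stably carrying human TRPML3-YFP; compound dosing: single dose, 3 µM final nominal compound, 0.3% DMSO final; incubation: 1-h 37 °C dye load, 5-s basal, 120-s post-compound reads; technique: Fluo-8 intracellular calcium fluorescence, excitation 470-495 nm, emission 515-575 nm; read-out basis: percent activation from peak-to-basal fluorescence ratio, scaled between DMSO and carbachol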
# S1P4 antagonist = blocks the human S1P4 receptor; O95977; S1P4-expressing cells, antagonist mode, reporter read-out; inhibition, % at 4.98 µM; 0.26% of 220,000 active; AID 1510; in the data active = inhibition above about 29%;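 note: 0% = wells stimulated with agonist and 100% = vehicle wells without agonist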
# * marks the source's active call; other numbers are inactive results; · = not tested or not shown; & = joins results of further samples. An unsorted share of the library; about 6.5% have a hit in one of these screens.
SMILES,NPY2 pot ag,S1P4 agonist,NPY-Y1 antag,EP2 modulator,NPY1 pot ag,zfTRPN1 agonist,CHOP inh,TRPML3 ag,S1P4 antagonist
CC(C)n1c(-c2ccccc2F)n[nH]c1=S,-12,-0.7,-3,20,1,1.8,-16,0.1,-20
CCNS(=O)(=O)c1ccc(CCC(N)=O)cc1,2,1.8,3,9,-8,0.1,-5,-1.9,13
CCOC(=O)CC1C(=O)NCCN1Cc1cccc(C(F)(F)F)c1 (configuration not stated),9,0.1,6,12,-8,0.3,25,-0.1,-6
CCOCCCNC(=S)NCCCNc1nc2c(C)c(C)ccc2cc1C#N,-9,3.4,8,-55,-12,-0.4,14,-0.3,-11
CSc1nc(Sc2cccc(Cl)c2)c2ccccc2n1,2,-0.8,-9,55,-12,1.4,-16,0.8,-15
COc1ccc(C(=O)C2CCCN(Cc3ccc(C#CCCO)cc3)C2)c(OC)c1 (configuration not stated),-4,1.1,5,-14,-4,-0.2,-9,1.1,-9
COc1ccc(C(C#N)C2(C)OCCO2)cc1OC (configuration not stated),24,0.6,-3,-8,-2,-0.8,-21,0.1,-19
CCOc1ccc(N(CC(=O)NCCSc2ccccn2)S(C)(=O)=O)cc1,7,-0.3,-1,-4,0,0.9,1,0.7,-3
CCCCOc1ccc(C(=O)N/C(=C\c2cccc([N+](=O)[O-])c2)C(=O)OCCC)cc1,-3,-0.3,3,15,-7,-1.1,2,-0.4,7
COc1ccc(Cn2c(=O)[nH]c3cc(C(=O)N4CCN(Cc5ccccc5)CC4)ccc3c2=O)cc1,9,-0.5,-6,0,9,3.3,72*,3.2,7
CN(C)c1ccc(NC(=S)NC(=O)/C=C/c2ccc(Cl)cc2)cc1,0,-1.0,1,3,11,1.3,-32,0.3,-8
CC(Sc1nc(N)cc(=O)[nH]1)C(=O)Nc1sc2c(c1C#N)CCCC2 (configuration not stated),-3,-0.6,2,-26,-2,3.5,10,0.6,-2
Cc1ccc(SCC(=O)Nc2cccc(C(=O)NC(C)(C)C)c2)cc1,-7,2.5,-4,-1,-8,0.7,22,-0.4,-10
Cn1c(-c2sccc2OCc2cccc(C(F)(F)F)c2)n[nH]c1=S,0,0.5,1,-4,-14,-2.2,26,-0.7,3
CCN1C2=NCCCN2c2ccccc21,-11,-1.2,-2,6,-8,0.5,0,0.6,16
CC(=O)Nc1nc2ccc(C(=O)NCCOC(=O)C3CCCCC3)cc2s1,3,-0.6,-1,8,-5,1.7,-6,-0.2,1
O=C(Nc1ccc(F)cc1)c1c(Cl)nc2ccccn12,-4,-0.4,-1,8,-2,0.2,27,0.5,-14
C#CCn1c(=NC(=O)CN2C(=O)CCC2=O)sc2cccc(OC)c21,-13,1.3,·,12,5,2.1,40,0.8,1
CC(=O)c1cccc(NC(=O)Cc2coc3cc4c(cc23)CCC4)c1,-10,1.1,10,-35,-25,-0.1,1,0.3,-16
COC(=O)CSc1nnc2n(C3CCCCC3)c(=O)c3c4c(sc3n12)CCCC4,3,2.5,-3,31,2,-0.3,59,-1.0,-26
Cc1cc2c3nonc3ccc2n1-c1ccccc1,16,2.6,12,13,4,-1.9,65,-1.6,-15
Cc1ccc2c(c1)N(CC(=O)N(Cc1ccccn1)Cc1ccco1)C(=O)C(C(C)C)O2 (configuration not stated),0,0.7,8,31,-8,-0.9,-9,1.9,-17
O=C(NCc1ccncc1)Nc1cc(Cl)ccc1Cl,-14,0.5,4,-18,-4,-0.2,42,0.0,-7
O=C(NNc1ccccc1)C(CCO)C(=O)NNc1ccccc1,5,1.5,0,22,2,0.7,2,1.2,-15
CCOC(=O)c1ccc2[nH]c3c(c2c1)CN(C)CC3,3,-0.2,6,-5,-39,0.9,-16,-0.2,-8

# 3 compounds out of the list above, ordered by the number in EP2 modulator, highest first:
Structure,EP2 modulator
Cn1c(-c2sccc2OCc2cccc(C(F)(F)F)c2)n[nH]c1=S,-4
COc1ccc(C(=O)C2CCCN(Cc3ccc(C#CCCO)cc3)C2)c(OC)c1 (configuration not stated),-14
CC(=O)c1cccc(NC(=O)Cc2coc3cc4c(cc23)CCC4)c1,-35

# (cont.)
SMILES,NPY2 pot ag,S1P4 agonist,NPY-Y1 antag,EP2 modulator,NPY1 pot ag,zfTRPN1 agonist,CHOP inh,TRPML3 ag,S1P4 antagonist
COc1ccc(-n2nnnc2-c2cnc(N3CCCC3)nc2C(F)(F)F)cc1,20,1.3,2,-63,6,-0.9,50,-0.4,-2
Cc1ccc(C(=O)COC(=O)c2cnccn2)cc1,-7,-2.1,3,-1,6,0.4,-20,-0.3,11
O=C(CN1C(=O)NC2(CCCCC2)C1=O)NCc1ccc2c(c1)OCO2,-10,2.8,-3,22,15,1.2,-3,0.2,-26
Cc1cc(N2CCN(C)CC2)nc2ccc(NC(=S)N3CCN(c4cccc(Cl)c4)CC3)cc12,14,2.1,-2,19,6,2.0,-12,1.3,-14
O=C(O)CC(c1cccc([N+](=O)[O-])c1)N1Cc2ccccc2C1=O (configuration not stated),4,0.8,-3,15,6,1.5,-4,0.4,2
CCN1CCN(Cc2nc3c(c(=O)n(C)c(=O)n3C)n2Cc2ccccc2Cl)CC1,-3,-0.8,1,2,-3,1.8,-26,0.5,-6
CCOC(=O)c1ccc(N/C=C/C(=O)c2ccc(OC)cc2)cc1,-5,-2.5,2,8,6,1.9,39,0.4,-8
O=C(CN1CCCCC1)N1c2ccccc2CCc2ccccc21,-1,1.2,5,-1,-2,-0.7,12,0.4,1
Cc1ccc(NC(=O)Cc2ccc(Cl)c(Cl)c2)cc1S(=O)(=O)N(C)C,19,2.5,-7,-47,21,1.3,37,1.1,-7
COc1cc(C(=O)NC(=S)NNC(=O)c2ccc3c(c2)OCO3)cc(OC)c1OC,-25,-1.7,·,6,-5,11,17,10,2
Cc1ccc(S(=O)(=O)N2CCCC2C(=O)Nc2nc3c(s2)CCCC3)cc1 (configuration not stated),1,-2.5,1,2,15,1.5,41,-0.6,-13
Clc1ccc(OCCn2cnc3ccccc32)cc1,-11,-4.2,3,5,-14,3.0,2,-0.1,-8
COc1cccc(CNC(=O)CN2C(=O)CC(c3ccccc3)=Nc3ccccc32)c1,-12,-3.8,1,16,10,-1.5,19,-0.4,-4
CCOP(=O)(OCC)C(NC(=O)c1ccc(OC)c(OC)c1)c1ccccc1 (configuration not stated),-13,0.1,1,-35,1,-0.1,-5,0.7,-4
Cc1occc1C(=O)NNC(=O)c1ccccc1Br,2,1.7,-2,17,7,1.8,-4,0.2,-15
Cc1ccc(N(CC(=O)N/N=C/c2ccc(OCC(N)=O)cc2)S(C)(=O)=O)cc1Cl,-3,0.4,-1,12,0,1.8,24,0.1,-4
COc1ccccc1N1CCN(c2ccc(-c3ccccc3)nn2)CC1,4,-0.3,11,12&-3,-2,1.2,79*,0.5,-18
Cc1ccccc1C1C2=C(Nc3[nH]n(-c4ccccc4)c(=O)c31)c1ccccc1C2=O (configuration not stated),-6,-3.3,2,13,-3,0.2,-3,0.4,9
Cc1c(Cl)cnn1CC(=O)NC1C(=O)N2C(C(=O)O)=C(CSc3nnnn3C)CSC12 (configuration not stated),-4,-0.5,-1,17,-5,-0.3,16,0.5,-4
O=C(NCCCN1CCOCC1)C(=O)N/N=C/c1c(Cl)cccc1Cl,-3,2.9,5,-8,4,-0.5,13,-0.7,-15
COc1ccccc1NS(=O)(=O)c1ccc(N/N=C/C=C/c2ccccc2[N+](=O)[O-])c([N+](=O)[O-])c1,-4,-1.4,5,11,3,0.6,-9,0.3,-10
O=C(NCCc1ccccc1F)C1CCCN1S(=O)(=O)c1ccccc1 (configuration not stated),6,-0.5,-5,-25,10,0.1,8,0.8,10
CC(C)NS(=O)(=O)c1ccc(NC(=O)C(C)Oc2ccc(C(=O)c3ccccc3)cc2)cc1 (configuration not stated),9,0.8,-1,-10,25,50*,60,21*,-4
CCN(CC)S(=O)(=O)c1ccc2c(c1)nc(CCC(=O)Nc1cccc(C(F)(F)F)c1)n2CC,7,-1.6,-5,9,16,-0.5,29,0.7,-14
C#CCNC(=O)C1=C[C@H](c2ccc(Br)cc2)C[C@H](OCCCCO)O1,-11,0.3,-2,-6,13,0.2,13,0.6,11
Cc1cc(SCC(=O)N/N=C/c2cccnc2)nc2c(C)cccc12,7,0.4,4,-41,11,0.3,24,0.6,-17
CS(=O)(=O)N1CCN(C(=O)C(Sc2ccccc2)c2ccccc2)CC1 (configuration not stated),-2,-1.1,6,19,2,-0.5,34,0.4,6

# Structural class, the entries above with an aryl thioether with sulfur outside any ring
SMILES,NPY2 pot ag,S1P4 agonist,NPY-Y1 antag,EP2 modulator,NPY1 pot ag,zfTRPN1 agonist,CHOP inh,TRPML3 ag,S1P4 antagonist
CSc1nc(Sc2cccc(Cl)c2)c2ccccc2n1,2,-0.8,-9,55,-12,1.4,-16,0.8,-15
CCOc1ccc(N(CC(=O)NCCSc2ccccn2)S(C)(=O)=O)cc1,7,-0.3,-1,-4,0,0.9,1,0.7,-3
CC(Sc1nc(N)cc(=O)[nH]1)C(=O)Nc1sc2c(c1C#N)CCCC2 (configuration not stated),-3,-0.6,2,-26,-2,3.5,10,0.6,-2
Cc1ccc(SCC(=O)Nc2cccc(C(=O)NC(C)(C)C)c2)cc1,-7,2.5,-4,-1,-8,0.7,22,-0.4,-10
COC(=O)CSc1nnc2n(C3CCCCC3)c(=O)c3c4c(sc3n12)CCCC4,3,2.5,-3,31,2,-0.3,59,-1.0,-26
Cc1c(Cl)cnn1CC(=O)NC1C(=O)N2C(C(=O)O)=C(CSc3nnnn3C)CSC12 (configuration not stated),-4,-0.5,-1,17,-5,-0.3,16,0.5,-4
Cc1cc(SCC(=O)N/N=C/c2cccnc2)nc2c(C)cccc12,7,0.4,4,-41,11,0.3,24,0.6,-17
CS(=O)(=O)N1CCN(C(=O)C(Sc2ccccc2)c2ccccc2)CC1 (configuration not stated),-2,-1.1,6,19,2,-0.5,34,0.4,6
